# Screens (PubChem)
# SENP6 inh: blocks the human protease SENP6; Q9GZR1; Recombinant SENP6 catalytic domain, aminoluciferin luminescence; inhibition, % at 10 µM; 330,000 compounds, 1.8% hits; AID 2599;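 active means inhibition above about 50% at the single tested dose, limit read from the data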;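 further: plate controls were DMSO wells with enzyme for no effect and DMSO wells lacking enzyme for full effect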
# PfG6PD inh: PfG6PD (Plasmodium falciparum) enzyme inhibition; 350,000 compounds, 0.78% hits; inhibition, % at 20 µM; PfGluPho enzyme, NADPH resazurin-diaphorase fluorescence;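 active means inhibition reaching at least a set limit at 20 µM in the primary screen, cut at about 59% in these data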;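 further: 0% = DMSO wells with substrate and 100% = DMSO wells lacking glucose-6-phosphate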
# SENP7 block: inhibitors of human SENP7 protease | recombinant SENP7, Z-RLRGG-aminoluciferin luminescence, 40 min | inhibition, % at 5 µM | 330,000 compounds, 1.5% hits;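 active means inhibition above about 50% at the single test dose, limit read from the data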;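 further: plate controls were DMSO with enzyme for no effect and no enzyme buffer wells for full effect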
# Target sequence (Q9BQF6 706-1050 limits assumed): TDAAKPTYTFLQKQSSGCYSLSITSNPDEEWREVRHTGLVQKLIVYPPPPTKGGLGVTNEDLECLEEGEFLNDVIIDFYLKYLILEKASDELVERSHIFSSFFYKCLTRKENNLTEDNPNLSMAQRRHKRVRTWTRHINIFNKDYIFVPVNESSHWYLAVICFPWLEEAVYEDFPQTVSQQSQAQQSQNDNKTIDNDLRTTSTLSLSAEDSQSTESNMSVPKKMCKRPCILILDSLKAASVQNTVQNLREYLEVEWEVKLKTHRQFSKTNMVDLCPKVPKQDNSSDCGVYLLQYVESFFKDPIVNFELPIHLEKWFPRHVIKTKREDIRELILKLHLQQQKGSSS
# GRIN3A LBD mod: modulators (binders) of human NR3A ligand-binding domain. NR3A LBD differential scanning fluorimetry, Tm shift; 0% = protein alone, 100% = glycine-bound protein. 340,000 compounds, 2.5% hits. Tm shift relative to glycine control, % at 25 µM. AID 1259313;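 active means melting temperature shift of at least 10% of the positive control shift, at one fixed dose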
# HKDC1 inh: HKDC1 (human) hexokinase inhibition; Q2TB90; recombinant HKDC1, G6PDH/diaphorase resazurin coupled fluorescence; inhibition, % at 20 µM; 340,000 compounds, 0.16% hits;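 active means inhibition above about 35% when tested at 20 µM, limit read from the data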;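 further: plate controls were DMSO wells with enzyme for no effect and DMSO wells lacking enzyme for full effect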
#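 Test system: Recombinant HKDC1 (HK5) hexokinase enzyme, produced in-house | Input: HKDC1 at 5 µg/mL | Buffer or medium: Tris pH 8.0 buffer with MgCl2, Tween-20, BSA, BME | Schedule: 90 min reaction incubation at room temperature, dark | Technique: Resazurin-to-resorufin fluorescence via G6PDH and diaphorase coupling, 525/613 nm | Controls: DMSO wells with and without enzyme mix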
# MPTP block: inhibitors of mitochondrial permeability transition pore; inhibition, % at 10 µM; isolated mouse mitochondria, Ca2+ swelling absorbance, 30 min; 360,000 compounds, 1.4% hits;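 active means inhibition of 50% or more, scaled per plate between neutral and stimulator controls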;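 further: 0% = DMSO wells given calcium and 100% = 1 mM EGTA wells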
# ATG4B inhibitor: blocks human ATG4B protease cleavage of LC3 substrate | Q9Y4P1 | ATG4B cleavage of LC3-PLA2, NBD-HPC fluorescence, 1 h | inhibition, % at 8.33 µM | 340,000 compounds, 0.51% hits; in the data active means inhibition above about 40%
# Target sequence (Q9Y4P1 whole entry, looked up): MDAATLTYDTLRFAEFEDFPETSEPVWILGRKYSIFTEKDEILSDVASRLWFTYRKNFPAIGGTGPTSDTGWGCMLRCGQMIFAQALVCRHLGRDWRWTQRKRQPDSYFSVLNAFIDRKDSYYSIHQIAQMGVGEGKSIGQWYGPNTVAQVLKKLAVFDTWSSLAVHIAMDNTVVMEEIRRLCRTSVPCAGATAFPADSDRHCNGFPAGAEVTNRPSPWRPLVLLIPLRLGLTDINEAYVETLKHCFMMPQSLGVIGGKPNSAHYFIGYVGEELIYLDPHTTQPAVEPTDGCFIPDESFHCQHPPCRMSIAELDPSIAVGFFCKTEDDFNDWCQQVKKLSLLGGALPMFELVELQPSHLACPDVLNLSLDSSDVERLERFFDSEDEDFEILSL
# SENP8 block: inhibitors of human SENP8 protease. Q96LD8. recombinant SENP8, Nedd8 substrate fluorescence. inhibition, % at 20 µM. 360,000 compounds, 0.64% hits. AID 602440; in the data active means inhibition mostly above about 40%, no sharp cut-off; inactive means mostly below about 27%
# Target sequence (Q96LD8 whole entry, looked up): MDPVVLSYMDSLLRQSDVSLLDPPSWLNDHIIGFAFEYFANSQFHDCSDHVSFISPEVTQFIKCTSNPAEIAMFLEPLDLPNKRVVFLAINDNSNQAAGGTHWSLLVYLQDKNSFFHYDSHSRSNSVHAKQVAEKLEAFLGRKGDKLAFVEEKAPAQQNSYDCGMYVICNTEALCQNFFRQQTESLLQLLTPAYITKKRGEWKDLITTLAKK
# Numbers without * were called inactive.
# The opening three compounds, to show the layout:
SMILES,SENP6 inh,PfG6PD inh,SENP7 block,GRIN3A LBD mod,HKDC1 inh,MPTP block,ATG4B inhibitor,SENP8 block
COc1ccccc1OCCNC(=O)CCNC(=O)c1ccccc1Cl,-8.3,-3.6,-2.6,-0.6,-3.2,-1.3,-1.0,-4.9
Cc1ccc(O)c(NC(=O)C2CC(c3c(F)cccc3Cl)=NO2)c1 (configuration not stated),-7.7,-7.9,-3.0,2.2,1.3,6.4,13.3,18.0
CC(C)Oc1cccc(C(=O)Nc2ccc(NC(=O)c3ccco3)cc2)c1,-13.6,-12.1,-9.5,1.5,-0.1,-1.0,1.9,10.9

# The list itself, from the first entry:
SMILES,SENP6 inh,PfG6PD inh,SENP7 block,GRIN3A LBD mod,HKDC1 inh,MPTP block,ATG4B inhibitor,SENP8 block
COc1ccccc1OCCNC(=O)CCNC(=O)c1ccccc1Cl,-8.3,-3.6,-2.6,-0.6,-3.2,-1.3,-1.0,-4.9
Cc1ccc(O)c(NC(=O)C2CC(c3c(F)cccc3Cl)=NO2)c1 (configuration not stated),-7.7,-7.9,-3.0,2.2,1.3,6.4,13.3,18.0
CC(C)Oc1cccc(C(=O)Nc2ccc(NC(=O)c3ccco3)cc2)c1,-13.6,-12.1,-9.5,1.5,-0.1,-1.0,1.9,10.9
COc1cc(C(=O)NC(CCSC)C(=O)OCC(=O)C(C)(C)C)cc(OC)c1OC (configuration not stated),-11.6,-0.8,5.2,0.6,-7.0,1.7,-1.8,2.4
Cc1ccc(N2C(=O)[C@@H]3C(c4cccnc4)=NO[C@@H]3C2=O)cc1,5.6,0.7,4.3,-0.7,-3.4,4.5,-8.4,13.6
CCc1nnc(NC(=O)[C@@H](NC(=O)c2ccc(C(C)(C)C)cc2)C(C)C)s1,-1.5,1.2,7.7,-1.4,-11.0,1.6,33.6,19.1
O=C(CSc1nnnn1C1CCCCC1)NCCc1ccccc1,-22.7,-1.7,-1.0,-2.7,-12.2,1.9,0.6,9.4
CCOC(=O)N1CCC(N(CCN(C)C)C(=S)Nc2cc(C)ccc2C)CC1,-8.7,-11.7,-5.2,-0.4,-12.0,-0.3,21.9,28.5
COc1ccc2oc(C(=O)OC(C)C(=O)N3C(C)CCCC3C)c(C)c2c1 (configuration not stated),4.5,9.3,3.8,2.0,-2.7,-1.3,-13.7,-427.9
CCOC(=O)C(=O)Nc1ccccc1C(=O)OCC,2.8,-10.0,4.3,0.4,-2.9,-1.7,-0.3,14.9
Cc1cc(C)n(C(=O)CNC(=O)CCc2ccccc2)n1,-11.2,-2.3,-4.4,0.2,-3.9,-0.4,15.5,4.4
CNC(=S)SCCOc1ccccc1C,12.3,13.9,-1.4,15.3*,-7.1,2.1,-4.0,7.5
CCC(C)(C(=O)Nc1ccccc1C)N(C(=O)CNC(C)=O)c1ccccc1C (configuration not stated),0.0,12.0,0.9,-0.1,-8.7,-0.7,-2.5,19.8
CSCCC(NC(=O)c1cccc(C)c1)C(=O)OCC(=O)NC(=O)c1cccn1C (configuration not stated),-0.2,6.8,2.0,-4.6,-7.2,-0.4,-14.1,-0.5
Cc1nc([N+](=O)[O-])cn1CCC#N,9.4,9.5,7.0,0.0,3.7,1.0,-4.0,2.1
COC(=O)c1ccc(OCC(O)CN(CCO)CCO)cc1 (configuration not stated),-4.4,-9.2,-6.3,0.9,-4.8,0.8,-2.8,26.0
Cc1c(C(=O)N2CCOCC2)c(S(=O)(=O)Nc2ccc(OC(F)(F)F)cc2)c(C)n1C,-13.2,2.1,9.5,1.5,1.7,-1.5,-0.1,11.1
CC(CC1CC(C)(C)OC1=O)C(=O)Nc1nncs1 (configuration not stated),11.5,1.9,-4.9,-1.0,-10.7,0.2,11.3,15.9
Cc1ccc(C)c(Cn2nnc3c(=O)[nH]c(C(=O)NCC4CCCO4)nc32)c1 (configuration not stated),-12.1,-2.8,0.3,3.8,-3.8,-4.6,-4.7,12.8
CCN(CC)CC(=O)Nc1ccc(-c2ccc(NC(=O)CN(CC)CC)c(OC)c2)cc1OC,3.7,22.2,-0.7,-0.2,-5.0,0.5,14.8,-54.8
CCC(=NCc1ccccc1)c1c(C(F)(F)F)[nH]n(-c2nc3ccccc3s2)c1=O,85.2*,12.2,88.7*,-7.9,2.1,8.7,26.8,6.8
CCc1cc2c(C)ccc(C)c2nc1SCC(=O)Nc1c[nH]c(=O)[nH]c1=O,7.2,-6.8,4.6,-1.6,1.0,-0.5,-4.1,5.8
Cc1cccc(NC(=S)NCCc2ccc3c(c2)OCCO3)c1C,6.2,3.0,-7.8,-1.5,-3.5,0.5,37.8,7.6
O=C(NCC(=O)N(CC1CCCO1)C(C(=O)NC1CCCCC1)c1ccccc1)c1cccs1 (configuration not stated),-19.6,-6.0,-6.9,-0.6,-2.5,-0.3,-14.0,10.9
COc1cc(C(=O)Nc2nc(C)c(Cc3ccc4c(c3)OCO4)s2)cc(OC)c1OC,5.6,62.3*,-1.7,0.7,-5.5,-2.1,-22.4,-79.4
CC(C(=O)Nc1ccc(C#N)cc1)N(C)Cc1cccs1 (configuration not stated),1.5,6.1,10.9,-0.8,-4.2,-1.1,1.5,9.6
CS(=O)(=O)N(CC(=O)N1CCCCCC1)c1cccc(F)c1,-34.5,5.3,-3.3,0.4,2.9,-1.0,0.7,24.0
COc1ccc(CN(C)CC(O)COc2ccc(C(=O)c3ccccc3)cc2)c(OC)c1OC (configuration not stated),-23.0,0.8,-5.5,2.2,0.8,1.0,-3.6,13.5
Cc1ccc(S(=O)(=O)c2c(C)cc(C)[nH]c2=O)c(C)c1,-16.0,4.8,0.1,0.0,-4.4,0.4,3.6,-50.8
CC(C)CNC(=O)COC(=O)/C=C/c1ccco1,-10.9,11.1,-11.2,0.0,-3.6,0.3,-10.4,6.5
O=C(N/N=C/C(Cl)=C/c1ccccc1)c1ccco1,41.5,16.1,11.1,8.9,-6.2,-1.3,-2.7,-5.8
O=C(CNCC1CCCO1)N1CCCc2ccccc21 (configuration not stated),-27.6,-6.3,3.9,1.8,-4.0,0.1,-7.7,-90.0
COc1ccccc1CNC(=O)c1ccc(Cl)c(NC2=NC3CS(=O)(=O)CC3S2)c1 (configuration not stated),-12.0,-6.5,8.2,-1.6,-4.2,-1.4,-9.3,7.4
CC(C)C(C(=O)O)N1C(=O)/C(=C/C=C/c2ccco2)SC1=S (configuration not stated),-115.2,32.1,-7.4,0.7,50.5*,-4.0,65.3*,15.0
Cc1ccc(N2CC(C(=O)Nc3ccccc3C(=O)NC3CCCCC3)CC2=O)cc1C (configuration not stated),-5.4,-8.8,-2.0,-3.1,-2.8,4.1,-0.8,-22.8
O=C1c2cnc3nc(SCc4ccc(Cl)cc4)nn3c2CC2c3ccccc3CCN12 (configuration not stated),8.4,-6.5,12.0,0.8,-1.1,2.8,-9.6,-246.2

# Full records, quoted from the list:
# `CSCCC(NC(=O)c1cccc(C)c1)C(=O)OCC(=O)NC(=O)c1cccn1C` (configuration not stated) reads SENP6 inh: -0.2; PfG6PD inh: 6.8; SENP7 block: 2.0; GRIN3A LBD mod: -4.6; HKDC1 inh: -7.2; MPTP block: -0.4; ATG4B inhibitor: -14.1; SENP8 block: -0.5
# `CC(C)CNC(=O)COC(=O)/C=C/c1ccco1` reads SENP6 inh: -10.9; PfG6PD inh: 11.1; SENP7 block: -11.2; GRIN3A LBD mod: 0.0; HKDC1 inh: -3.6; MPTP block: 0.3; ATG4B inhibitor: -10.4; SENP8 block: 6.5

# Next compounds
SMILES,SENP6 inh,PfG6PD inh,SENP7 block,GRIN3A LBD mod,HKDC1 inh,MPTP block,ATG4B inhibitor,SENP8 block
O=C(NCc1ccccc1Br)C1CCCO1 (configuration not stated),-10.9,4.8,-4.0,0.2,0.7,-1.2,-5.8,7.0
CC1CCCC(C)N1C(=O)COC(=O)CNC(=O)c1ccccc1F (configuration not stated),-17.8,6.0,-3.3,2.2,0.6,-0.5,4.6,14.2
O=C1Nc2ccc(S(=O)(=O)NCCCO)c3cccc1c23,-4.2,9.1,2.4,7.4,3.8,0.1,1.3,-468.3
COc1ccc(CCNC(=O)CNC(=O)c2nn(-c3ccc(OC)c(OC)c3)c(=O)c3ccccc23)cc1OC,-0.4,25.8,-5.6,-2.3,-2.9,-0.7,-12.5,-27.1
COc1ccc(C2(O)CCN(C(=O)NC3CCCCC3)CC2)cc1,-15.7,-10.1,3.9,1.5,5.8,-0.4,-0.8,8.5
CC(C)(Oc1ccc(Cl)cc1)C(=O)N(Cc1ccccc1)c1ccccn1,-35.6,0.0,-0.5,-0.9,-3.3,0.4,10.5,14.7
Cc1ccc(CNc2ncc(-c3ccccc3)n2C)o1,21.5,-2.0,9.4,1.3,-7.1,1.3,1.4,-72.3
Cc1cc2c(cc1S(=O)(=O)NC1CCCCC1C)OCC(=O)N2 (configuration not stated),-3.0,-6.5,-3.9,0.4,4.4,-0.9,-5.2,12.2
C=CCSc1nsc(NC(=O)Nc2cccc(C(C)=O)c2)n1,2.4,-5.4,-1.8,15.6*,9.8,97.4*,-5.5,2.8
Cc1cc(C)c2c(C)c(C(=O)Nc3c(C)n(C)n(-c4ccccc4)c3=O)oc2c1,-19.1,2.7,-9.4,-2.4,-0.6,11.5,70.5*,28.5
Cc1c(NC(=O)c2ccc(NC(=O)C3CC3)cc2)cccc1C(=O)O,53.4*,3.6,56.8*,-2.3,-4.4,0.5,-9.7,8.2
Cc1cc(=O)n2[nH]c(C(F)(F)F)c(-c3ccccc3)c2n1,-12.5,-13.0,-12.5,8.7,-2.6,2.4,4.6,-164.9
CS(=O)(=O)N1N=C(c2ccco2)CC1c1ccccc1 (configuration not stated),-21.8,11.4,-6.8,-0.6,-2.2,1.8,-8.4,5.2
Cc1cccc(N2CCN(C(=O)c3cnn4c(C(F)F)cc(-c5ccccc5)nc34)CC2)c1C,-8.0,26.4,9.1,0.1,-1.7,-0.8,-12.5,-14.0
COC(=O)c1ccc(C(=O)OC)c(NC(=O)CN(c2ccccc2)S(=O)(=O)N(C)C)c1,13.3,-7.3,7.3,-1.3,-7.9,3.8,-1.0,-51.3
O=C(O)c1ccc(N2CCc3ccccc32)c([N+](=O)[O-])c1,-0.7,-21.9,4.8,4.0,0.0,2.2,-0.5,18.1
O=C1CN(C(=O)/C=C/c2ccco2)c2ccccc2N1,-2.7,16.9,3.1,-0.7,-5.8,-0.2,-3.4,-1.8
CC(=O)Nc1cccc(-c2nnc(SCC(=O)N3CCCCC3)n2C)c1,-8.5,1.1,1.2,1.4,4.3,1.0,-5.1,13.4
Nc1nc(Cl)cc(N2CCOCC2)n1,2.3,-11.8,4.5,-0.4,-6.6,0.1,1.5,12.9
CCCn1c(=S)[nH]c2sc3c(c2c1=O)CCCC3,-25.2,12.8,-2.2,-0.8,3.5,-1.8,2.5,5.7
CSCC[C@H](NC(=O)[C@H](Cc1ccccc1)n1c(=O)[nH]c2ccccc2c1=O)C(=O)N1CCC[C@H]1C(=O)O,-29.6,-0.4,-6.9,-2.4,-4.8,-0.2,-35.8,12.7
Cc1ncc([N+](=O)[O-])n1CC(=O)N/N=C/c1ccccc1F,-22.0,-1.1,-6.9,-0.9,-8.3,-1.3,-3.0,7.3
CC(C)CNC(=O)COc1ccc(Sc2ccc(OCC(=O)NCC(C)C)cc2)cc1,-16.6,16.4,-1.1,-1.6,-9.2,53.3*,-4.5,5.3
CCN1C(=O)[C@H]2[C@@H](c3ccc(C)cc3)N3C(=O)N(c4ccc(C)cc4)C(=O)[C@@]3(CC)[C@H]2C1=O,4.9,1.6,2.2,-0.6,-3.8,-0.1,-10.9,9.9
COc1cc(NC(=O)CN2C(=O)CSc3ccc(S(=O)(=O)N4CCCC4)cc32)cc(OC)c1,-11.0,-6.0,-0.1,-0.5,-6.3,-0.3,-1.2,7.6
CN1CCc2ccccc2CC1=O,9.2,-6.1,3.3,-2.0,-10.7,-1.1,1.3,7.6
